MEKK2wt PB1 HTS: raises or lowers MEK5 binding to wildtype human MEKK2 PB1 domain. Q9Y2U5. 1.1% of 290,000 active. binding response (% of control), % at 10 µM. AID 1531. bead flow cytometry, Alexa488-MEK5 binding to MEKK2 WT; actives lie on both sides; in the data active means binding response below about 67% or above about 130%
GPR7 antag: antagonists of human GPR7 (neuropeptides B/W receptor 1); P48145; GPR7-expressing cells, fluorescence antagonist assay; inhibition, % at 4.4 µM; 1.1% of 290,000 active; AID 1861; in the data active means inhibition above about 16%, passing the limit was not always enough;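 further: cells stimulated with the agonist NPW; 0% = agonist with vehicle and 100% = vehicle without agonist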
Target sequence (P48145 whole entry, looked up): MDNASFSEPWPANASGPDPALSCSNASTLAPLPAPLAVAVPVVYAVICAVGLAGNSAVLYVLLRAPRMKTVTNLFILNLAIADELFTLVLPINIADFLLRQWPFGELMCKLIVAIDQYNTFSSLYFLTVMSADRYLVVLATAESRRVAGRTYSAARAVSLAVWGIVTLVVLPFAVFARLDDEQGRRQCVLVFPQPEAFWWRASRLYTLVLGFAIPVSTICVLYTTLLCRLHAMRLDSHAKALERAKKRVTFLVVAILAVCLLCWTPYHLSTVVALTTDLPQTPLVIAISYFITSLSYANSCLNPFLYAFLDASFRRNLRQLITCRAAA
NALP1 inh: NALP1 inhibition. S. cerevisiae NALP1/ASC/caspase-1 growth, X-gal OD620, 72 h. inhibition, % at 10 µM. 0.61% of 280,000 active; in the data active means inhibition mostly above about 24%, no sharp cut-off; inactive means mostly below about 32%; further: some compounds called inactive have numbers as strong as hits
PHOSPHO1 inh: blocks human PHOSPHO1 phosphatase activity | recombinant PHOSPHO1, absorbance phosphatase assay | 1.1% of 290,000 active | inhibition, % at 13.3 µM; in the data active means inhibition above about 60%
Target sequence (Q8TCT1 whole entry, looked up): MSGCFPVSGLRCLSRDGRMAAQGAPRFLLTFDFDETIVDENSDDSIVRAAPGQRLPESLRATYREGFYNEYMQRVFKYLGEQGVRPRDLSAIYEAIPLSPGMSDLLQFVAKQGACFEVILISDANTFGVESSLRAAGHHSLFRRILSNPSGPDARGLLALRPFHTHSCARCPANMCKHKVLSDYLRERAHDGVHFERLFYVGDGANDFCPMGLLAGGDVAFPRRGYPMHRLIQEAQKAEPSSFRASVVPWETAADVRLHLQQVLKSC
OXTR agonist: agonists of human oxytocin receptor; 0.32% of 320,000 active; CHO-OTR cells, Fluo-8 calcium fluorescence; normalized: DMSO 0%, oxytocin 100%; P30559; activation, % at 3 µM;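 active means activation above the mean of all tested compounds plus 3 SD, cutoff set per screening run, cut at about 20% in these data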;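 further: peak over basal fluorescence ratio from a 100 s FLIPR kinetic read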
Target sequence (P30559 whole entry, looked up): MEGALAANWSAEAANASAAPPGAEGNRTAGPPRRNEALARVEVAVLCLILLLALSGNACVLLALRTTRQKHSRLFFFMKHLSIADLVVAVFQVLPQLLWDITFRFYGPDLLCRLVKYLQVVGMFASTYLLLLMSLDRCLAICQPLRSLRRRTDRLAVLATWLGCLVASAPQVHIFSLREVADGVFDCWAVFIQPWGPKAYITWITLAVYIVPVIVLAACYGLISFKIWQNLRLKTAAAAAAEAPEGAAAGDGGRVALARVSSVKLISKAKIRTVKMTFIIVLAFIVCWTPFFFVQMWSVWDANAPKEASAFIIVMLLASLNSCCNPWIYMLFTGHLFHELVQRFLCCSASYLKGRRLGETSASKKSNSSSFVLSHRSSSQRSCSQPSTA
PfM18AAP inh: blocks P. falciparum M18 aspartyl aminopeptidase; recombinant PfM18AAP, H-Glu-NHMec fluorogenic cleavage; inhibition, % at 7.35 µM; 1.2% of 290,000 active;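 active means inhibition above the campaign mean inhibition over all tested compounds plus 3 SD, cut at about 28% in these data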;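 further: 0% = plate median of test compound wells and 100% = 2 mM ZnCl2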
DNA FID counter: fluorescent intercalator displacement, NS3 helicase counter-screen; DNA fluorescent intercalator displacement, fluorescence; inhibition, % at 7.9 µM; 0.17% of 290,000 active; in the data active means inhibition above about 37%;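 further: 0% = vehicle and 100% = reference compound; higher means more ethidium bromide displaced from hairpin DNA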
MEKK2 mut-MEK5: signal of MEK5 binding to mutant human MEKK2 PB1 domain; bead flow cytometry, Alexa488-MEK5 binding to MEKK2 mutant; percent response, % at 10 µM; 0.35% of 290,000 active; in the data active means percent response above about 24%, passing the limit was not always enough; further: inactives centre near 1; some results filed as inactive read as strong as hits; reference of the scale not given here
MEKK3 PB1 HTS: raises or lowers MEK5 binding to the human MEKK3 PB1 domain; Q99759; bead-based flow cytometry, Alexa488-MEK5 binding to MEKK3; actives lie on both sides; 0 = blocked by unlabeled MEK5, 100 = vehicle; binding response (% of control), % at 10 µM; 1.4% of 290,000 active;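 active means binding response more than 3 SD above or below the average of its plate-row segment, actives on both sides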;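 further: Alexa488 bead fluorescence after subtracting the streptavidin-only scavenger bead signal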
* marks the source's active call; other numbers are inactive results; nt = not tested or not shown.

SMILES	MEKK2wt PB1 HTS	GPR7 antag	NALP1 inh	PHOSPHO1 inh	OXTR agonist	PfM18AAP inh	DNA FID counter	MEKK2 mut-MEK5	MEKK3 PB1 HTS
Cc1ccc(C)c(N2CCN(C(=O)CCS(=O)(=O)c3ccc4c(c3)CCN4C(=O)C3CC3)CC2)c1	100.0	-6.9	7.2	-1.2	1.1	-4.8	-39.9	-4.0	97.0
Nc1nc(-c2ccc(Cl)cc2)c(N=Nc2ccc(S(=O)(=O)N3CCOCC3)cc2)s1	89.0	4.7	24.7	4.9	0.5	-8.4	1.1	-2.0	93.0
CCOC(=O)NC(NC(=S)Nc1ccc(OCC)cc1)C(Cl)(Cl)Cl (configuration not stated)	105.0	-8.1	16.0	0.1	3.1	4.9	-3.1	0.0	80.0
CC(C)NC(=O)COC(=O)c1ccc(NS(=O)(=O)c2ccc3c(c2)OCCO3)cc1	106.0	-7.8	5.3	-9.0	0.4	0.0	-13.9	-3.0	105.0
CCOC(=O)CC1C(=O)NCCN1Cc1cccc(OC)c1 (configuration not stated)	104.0	-1.4	-21.2	-9.2	0.3	1.3	-2.9	4.0	104.0
COc1ccc(-n2nc(C(=O)NCC(=O)NCC3CCCO3)c3ccccc3c2=O)cc1Cl (configuration not stated)	105.0	-13.0	-6.6	-22.9	-1.1	-3.6	-20.2	3.0	105.0
CCc1c(O)nc(SCC(=O)Nc2ccc3c(c2)CCC3)[nH]c1=O	100.0	-8.7	13.6	15.4	0.3	0.4	-2.9	11.0	105.0
Fc1ccc(CNC(=S)NCc2ccccc2)cc1	105.0	4.1	12.7	14.2	-0.4	1.3	-4.6	3.0	101.0

SMILES	MEKK2wt PB1 HTS	GPR7 antag	NALP1 inh	PHOSPHO1 inh	OXTR agonist	PfM18AAP inh	DNA FID counter	MEKK2 mut-MEK5	MEKK3 PB1 HTS
Cc1ccccc1OCCCC(=O)Nc1nccs1	112.0	20.5	-5.7	-9.2	-0.3	-5.1	-3.9	5.0	102.0
COc1ccccc1CNC(=O)CCN1C(=O)COc2ccc(C)cc21	103.0	-9.0	10.0	45.9	-1.2	-2.1	-20.1	-2.0	103.0
CC1(C)Cc2nc3oc4c(=O)n(CC(=O)Nc5ccc(Cl)cc5)cnc4c3cc2CO1	93.0	-13.5	nt	27.4	0.3	-1.9	-0.9	-3.0	92.0
C=CCn1c(CSc2nc3ccccc3s2)nnc1SCC(=O)NCc1ccccc1	99.0	-4.9	7.0	24.6	3.7	-0.7	-33.6	2.0	99.0
COc1ccc(-c2csc(C)n2)cc1	98.0	-6.8	15.7	-1.2	-1.1	-19.8	-1.3	-2.0	102.0
CC(C)c1ccc(Nc2ncccc2C#N)cc1	98.0	-7.4	13.1	-7.4	-2.0	5.0	-8.7	9.0	102.0
CN(C)N1C(=O)CC(N2CCCC2)C1=O (configuration not stated)	101.0	2.5	32.3	32.2	-0.6	-2.1	1.8	-42.0	94.0
CCCn1c(=O)c2ccccc2n2c(SCC(=O)/C(C#N)=C(\C)N)nnc12	102.0	-10.7	-1.8	9.1	1.2	-1.6	-3.1	1.0	105.0

SMILES	MEKK2wt PB1 HTS	GPR7 antag	NALP1 inh	PHOSPHO1 inh	OXTR agonist	PfM18AAP inh	DNA FID counter	MEKK2 mut-MEK5	MEKK3 PB1 HTS
CCn1cc(C(=O)NCCCN2CCC(C)CC2)c(=O)c2cc(S(=O)(=O)N(C)C3CCCCC3)ccc21	104.0	1.7	25.3	36.8	-0.4	3.7	30.4	1.0	98.0
COc1ccc(C)c2sc(=NC(=O)c3ccc(C(C)=O)cc3)n(C)c12	97.0	-8.9	-8.0	6.3	0.2	-5.3	-1.4	3.0	102.0
O=C(Nc1ccc(-c2nnc3n2CCCCC3)cc1)c1cc2ccccc2o1	88.0	-8.8	28.2	-26.2	0.1	4.8	-24.0	-4.0	86.0
Cc1ccc(NC(=O)[C@@H]2CCCN2C(=O)[C@@H]2Cc3ccccc3CN2)c(C)c1	102.0	-6.3	19.6	30.7	-1.6	1.8	-2.8	1.0	100.0
O=C1CC(c2ccco2)CC2=C1C=Nc1ccccc1N2 (configuration not stated)	102.0	-6.2	-4.2	-34.4	2.2	-19.2	-8.8	-1.0	100.0
CC1CN(CC(O)COC2CCC(C(C)(C)C)CC2)CC(C)O1 (configuration not stated)	97.0	-5.6	23.4	-16.5	0.5	4.0	8.2	-3.0	99.0
COc1cc(OC)cc(C(=O)NC(=S)Nc2ccc(N3CCCC3)cc2)c1	104.0	-2.9	22.0	10.8	-0.9	-8.6	0.4	4.0	105.0
O=C(COc1ccccc1Cl)NCCCN1CCOCC1	112.0	17.7	17.7	-3.2	1.4	0.4	9.7	6.0	105.0

SMILES	MEKK2wt PB1 HTS	GPR7 antag	NALP1 inh	PHOSPHO1 inh	OXTR agonist	PfM18AAP inh	DNA FID counter	MEKK2 mut-MEK5	MEKK3 PB1 HTS
CCn1c(=O)c(=O)[nH]c2cc(C(=O)NC3CCCC3)ccc21	99.0	-0.9	-16.3	38.5	0.5	-4.6	-1.9	0.0	100.0
Cc1cc(-c2nn(-c3ccccc3F)cc2CN2CCCC(CO)C2)c(C)s1 (configuration not stated)	101.0	9.3	-7.7	-14.7	2.8	-9.4	8.9	-10.0	104.0
Clc1ccccc1CN1CCSCC1	110.0	-14.4	22.7	3.1	0.6	-14.3	1.9	3.0	107.0
Cc1ccc(OC/C(=N\O)C(C)(C)C)c([N+](=O)[O-])c1	98.0	-8.0	-32.7	32.6	-0.8	-4.8	5.8	-42.0	108.0
CC(NC(=O)c1ccc(Cl)cc1)c1nnc(SCC(=O)NC2=NCCS2)n1C (configuration not stated)	98.0	2.9	9.3	31.9	0.5	-3.5	-17.8	2.0	97.0
COc1ccc(CNC(=O)c2cc(C)nc3ccccc23)cc1OC	81.0	-5.6	-8.8	-89.3	-0.3	-15.2	-10.6	-9.0	83.0
COC(=O)CSc1nc2cc(C)ccc2cc1C#N	97.0	-4.7	3.4	38.6	-0.1	-24.3	4.4	-5.0	98.0
CN(CC(=O)Nc1ccccc1N1CCOCC1)CC(=O)Nc1ccc(F)c(F)c1F	96.0	-0.5	-1.3	53.2	-1.7	-0.6	-23.2	-5.0	101.0

SMILES	MEKK2wt PB1 HTS	GPR7 antag	NALP1 inh	PHOSPHO1 inh	OXTR agonist	PfM18AAP inh	DNA FID counter	MEKK2 mut-MEK5	MEKK3 PB1 HTS
CCCc1ccc(OCc2ccc(C(=O)Nc3cccc(C)n3)o2)c(OC)c1	107.0	-10.2	7.6	20.6	-0.4	-0.4	-8.9	-1.0	100.0
COc1ccc(N2CCN(C(=O)c3cc(N4C(=O)C5C6CCC(C6)C5C4=O)ccc3Cl)CC2)cc1 (configuration not stated)	103.0	19.8*	6.2	-5.2	8.6	7.7	-36.7	-2.0	103.0
Cc1c(NC2(c3nnnn3-c3ccc(Br)cc3)CCCCC2)c(=O)n(-c2ccccc2)n1C	96.0	-2.2	13.7	-60.0	-1.6	1.5	-35.9	1.0	101.0
O=C(CSCc1nc2ccccc2[nH]1)Nc1ccc(Oc2ccccc2)cc1	92.0	-19.7	12.1	3.0	-0.8	-1.4	-10.9	-2.0	94.0
CCCNC(=O)N1CCN(c2nc(C(C)C)c3c(c2C#N)CC(C)(C)OC3)CC1	106.0	1.8	-1.1	8.6	-2.0	-11.7	-9.8	5.0	103.0
CN(Cc1ccccc1)C(=O)C1CCCN(Cc2ccc(Cl)cc2)C1 (configuration not stated)	104.0	13.0	14.5	-42.6	-0.2	-1.4	15.0	2.0	97.0
COc1cc(C2=NOC(C(=O)Nc3cc(C)on3)C2)cc(OC)c1OC (configuration not stated)	102.0	3.8	10.8	19.5	0.1	-3.7	1.1	0.0	99.0
CCOc1ccccc1N1C(=O)c2ccc(C(=O)O)cc2C1=O	94.0	-2.2	-4.0	-8.7	0.2	-6.6	1.1	2.0	94.0

SMILES	MEKK2wt PB1 HTS	GPR7 antag	NALP1 inh	PHOSPHO1 inh	OXTR agonist	PfM18AAP inh	DNA FID counter	MEKK2 mut-MEK5	MEKK3 PB1 HTS
O=C1CCCN1CCCNc1ncnc2sccc12	96.0	-12.5	5.3	28.1	1.0	5.3	-2.1	-1.0	97.0
COc1ccc(NC(=O)CCCC2=NS(=O)(=O)c3ccccc3N2)cc1	100.0	-0.5	11.0	-8.6	0.1	-9.3	-3.0	-5.0	111.0
CCOC(=O)c1sc(N(C)C)nc1-c1ccccc1	105.0	-13.9	16.3	-10.8	-2.1	16.1	-13.1	4.0	103.0
Cc1cc(C)c(C)c(OCc2nc(-c3cccnc3)no2)c1	76.0	-10.6	5.1	28.7	1.0	4.8	-7.0	-14.0	74.0
Cn1sc(NC(=O)c2ccc(Cl)cc2)nc1=O	86.0	3.1	3.4	37.5	0.6	5.5	0.5	-13.0	79.0
CC1Oc2ccccc2N(CC(=O)NCc2ccc3c(c2)OCO3)C1=O (configuration not stated)	103.0	-0.5	0.0	1.2	-0.1	-7.0	-5.1	9.0	107.0
CCC(=O)c1ccc(N2CCCCCC2)c(F)c1	99.0	-13.3	10.7	-38.1	-2.7	-16.2	1.5	6.0	107.0
Cc1cnc(NC(=O)C2CC=CCC2)s1 (configuration not stated)	97.0	8.4	17.1	30.5	0.4	-2.6	-5.7	-2.0	98.0

SMILES	MEKK2wt PB1 HTS	GPR7 antag	NALP1 inh	PHOSPHO1 inh	OXTR agonist	PfM18AAP inh	DNA FID counter	MEKK2 mut-MEK5	MEKK3 PB1 HTS
Cc1ccc(-c2nn(-c3ccccc3)c3[nH]c(=O)c(CNCc4ccccc4)cc23)cc1	94.0	-7.3	11.4	-8.3	0.0	-4.5	6.2	4.0	102.0
CC(C)CN1C(=O)C(NC(=O)C2CC2)(C(F)(F)F)C2=C1CC(C)(C)CC2=O (configuration not stated)	103.0	-15.3	4.9	-1.5	0.7	-6.0	-9.4	-1.0	100.0
Cc1cccc(NC(=S)Nc2ccccn2)c1C	114.0	-4.3	5.9	-1.3	2.2	-8.9	-2.6	10.0	102.0
CN(C)c1ccc(CNc2ccc3c(c2)ncn3C(C)(C)C)cc1	107.0	11.1	20.3	4.7	0.7	10.6	-4.0	4.0	103.0
CN1CCN(C(=O)Nc2cccc(-c3ccccc3)c2)CC1	96.0	-14.0	8.4	33.1	0.2	0.1	-5.5	0.0	100.0
O=C(COC(=O)c1cccc(S(=O)(=O)N2CCOCC2)c1)Nc1ccc2c(c1)OCO2	98.0	-4.2	7.3	-2.9	0.8	3.8	-2.8	-1.0	95.0
COc1ccc(/C=N/Nc2nc(N3CCCCC3)nc(N3CCCCC3)n2)cc1[N+](=O)[O-]	101.0	-4.3	14.9	-6.4	-1.8	-0.1	-2.9	-2.0	102.0
CCCCCC(=O)Nc1ccccc1N1CCN(c2ccccc2)CC1	104.0	7.7	5.1	-35.6	-3.3	-12.9	-15.8	1.0	104.0

Screening results deposited in PubChem by several laboratories.
